D2 potentiator: positive allosteric modulators of human D2 dopamine receptor; P14416; HEK293 T-REx D2, calcium flux, EC20 dopamine potentiation; 340,000 tested, 0.34% active; potentiation, % at 10 µM;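 active = potentiation over 3 SD above the plate norm, cut at about 30% in these data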; note: 0% is about no effect
Target sequence (P14416 whole entry, looked up): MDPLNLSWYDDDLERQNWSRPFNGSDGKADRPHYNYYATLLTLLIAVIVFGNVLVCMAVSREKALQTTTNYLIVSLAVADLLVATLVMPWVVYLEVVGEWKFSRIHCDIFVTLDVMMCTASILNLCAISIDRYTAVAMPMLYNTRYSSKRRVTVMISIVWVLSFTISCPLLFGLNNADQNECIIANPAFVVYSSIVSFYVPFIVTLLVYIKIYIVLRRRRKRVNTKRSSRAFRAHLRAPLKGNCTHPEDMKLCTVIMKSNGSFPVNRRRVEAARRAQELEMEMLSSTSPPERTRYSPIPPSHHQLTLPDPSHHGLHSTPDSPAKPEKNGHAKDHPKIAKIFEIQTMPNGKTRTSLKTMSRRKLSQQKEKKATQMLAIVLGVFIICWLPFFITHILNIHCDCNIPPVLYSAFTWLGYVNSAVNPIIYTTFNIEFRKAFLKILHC
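Cells plated with tetracycline inducer and held overnight at 30 C; calcium dye loaded 30–90 min at room temperature; baseline taken, compound added and read 180 s; EC20 dopamine then added and read 180 s.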
TRHR enhancer: allosterically enhances the human TRH receptor. P34981. TRHR cells, fluo-8 calcium fluorescence, EC20 TRH enhancement. enhancement, % at 2 µM. 360,000 tested, 0.66% active. AID 493056; in the data active = enhancement above about 30%; note: 0% is about no effect
Target sequence (P34981 whole entry, looked up): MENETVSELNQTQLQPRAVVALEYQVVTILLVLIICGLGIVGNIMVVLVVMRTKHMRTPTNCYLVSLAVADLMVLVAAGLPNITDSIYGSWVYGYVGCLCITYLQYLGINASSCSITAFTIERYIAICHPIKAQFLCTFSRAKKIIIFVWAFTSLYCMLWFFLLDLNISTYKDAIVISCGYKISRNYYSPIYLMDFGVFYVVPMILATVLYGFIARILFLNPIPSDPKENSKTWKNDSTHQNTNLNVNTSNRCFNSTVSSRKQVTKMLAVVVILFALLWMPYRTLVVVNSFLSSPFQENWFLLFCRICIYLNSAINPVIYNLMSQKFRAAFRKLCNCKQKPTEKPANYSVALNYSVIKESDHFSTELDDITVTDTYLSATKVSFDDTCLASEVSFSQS
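TRHR-expressing cells loaded with fluo-8 calcium dye were read kinetically (ex 480/em 530) during compound addition, then stimulated with an EC20 of TRH (10 nM final). Enhancement of the Gq-mediated intracellular calcium response was scored.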
D1 potentiator: enhances dopamine response at the human D1 receptor. 360,000 tested, 0.036% active. HEK293 TREx D1 cells, calcium flux, dopamine EC20 potentiation. AID 504651. P21728. potentiation, % at 10 µM; in the data active = potentiation above about 30%; note: 0% is about no effect
TRHR agonist: activates the human TRH receptor; TRHR cells, calcium flux fluo-8, FDSS agonist mode; 360,000 tested, 0.18% active; activation, % at 2 µM; AID 493084; note: 0% is about no effect
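In this calcium-flux screen, cells bearing human TRHR are dye-loaded with fluo-8, baselined for 10 cycles, then exposed to library compounds; positive kinetic calcium responses during the agonist phase mark hits, with TRH as control.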
D1 ag: agonists of human D1 dopamine receptor; HEK293 T-REx D1 cells, calcium flux, agonist mode; P21728; activation, % at 2 µM; 360,000 tested, 1% active; note: 0% is about no effect
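Agonism was scored from calcium flux recorded over 180 s (1 read/s) after pintool compound addition, following a 10-cycle baseline. Cells were inducible force-coupled HEK293 TREx D1, plated overnight at 30 C and loaded with no-wash calcium dye.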
RXFP1 antag: antagonists of human relaxin receptor RXFP1 | HEK293-RXFP1, relaxin-stimulated cAMP HTRF, 30 min; hits give low values | Q9HBX9 | activity change, negative = inhibition, % at 57.5 µM | AID 1259400 | 350,000 tested, 0.59% active;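 active = activity change of -60% or lower, but not beyond a set lower limit; inconclusive = change between -60% and -40%, or beyond the set limit; inactive = change above -40%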; note: % is set by controls: 0 for no effect and ±100 for the full control effect
D1 antagonist: human D1 dopamine receptor antagonism; P21728; HEK293 TREx D1 cells, calcium flux, dopamine EC80; hits give low values; activity change, negative = inhibition, % at 10 µM; 360,000 tested, 3.2% active; AID 504652; in the data active = activity change below about -30%; note: % is set by controls: 0 for no effect and ±100 for the full control effect
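Kinetic fluorescence of a calcium dye serves as the read-out. D1-expressing Hek293 Trex cells, induced overnight at 30 C, are exposed to compound for 180 s before an EC80 dopamine addition, then read 180 s further.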
D2 ag: D2 dopamine receptor (human) agonism | P14416 | HEK293 T-REx D2 cells, calcium flux agonist mode | activation, % at 2 µM | 340,000 tested, 0.53% active | AID 485358;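 active = activation over 3 SD above normal in the single-dose calcium agonist read, cut at about 30% in these data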; note: 0% is about no effect
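Agonism is scored from calcium flux in a force-coupled, inducible HEK293 cell line expressing D2, read kinetically for 180 s after compound addition against dopamine controls.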
D2 antag: antagonists of human D2 dopamine receptor; P14416; HEK293 TREx D2 cells, calcium flux, dopamine EC80; inhibition, % at 10 µM; 340,000 tested, 2% active; in the data active = inhibition above about 30%; note: 0% is about no effect
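Calcium flux kinetic readout in an inducible HEK293 TREx D2 line plated overnight at 30 C. After 180 s compound exposure, an EC80 dopamine challenge follows with another 180 s kinetic read to detect antagonism.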
Active calls of the source: *; u = inconclusive; x = not tested or not shown; & = joins results of further samples. Cut-off read from the data, not from the text of the source, unless noted: active = activation above about 30%; inactive = the rest.

SMILES | D2 potentiator | TRHR enhancer | D1 potentiator | TRHR agonist | D1 ag | RXFP1 antag | D1 antagonist | D2 ag | D2 antag
CNC(=S)NNC(=O)c1sccc1OCc1ccc(C)cc1 | 1 | 10 | -6 | -0.5 | 4 | -4 | 0 | 0.1 | -14
O=C1CNC(=S)N1CCc1ccccc1Cl | 5 | 25 | 11 | 0.5 | 4 | -20 | 6 | 1.0 | 1
CC(C)C(=O)NNC(=O)C1CC1(c1ccccc1)c1ccccc1 (centres undefined) | 0 | 6 | 0 | -0.6 | 1 | -9 | 0 | 0.5 | -7
N#CCCN1CCCN(CCC#N)CCN(CCC#N)CCCN(CCC#N)CC1 | -3 | -6 | -5 | 0.1 | 2 | -8 | -4 | 0.1 | -10
Cc1ccc(S(=O)(=O)N2CC(C(=O)O)=CC[C@H]2c2ccc(Cl)cc2)cc1 | x | 0 | 0 | -0.2 | 5 | x | 5 | x | x
Cc1cccc(S(=O)(=O)NCCC(=O)OC(C)C(=O)NC(=O)NC2CCCCC2)c1 (centres undefined) | -2 | -1 | 0 | -0.1 | 6 | 0 | -8 | -0.5 | -1
O=C(Oc1ccc(N(Cc2cccs2)C2=NS(=O)(=O)c3ccccc32)cc1)c1ccc(Cl)cc1 | -6 | 3 | 0 | -0.4 | 1 | 0 | -2 | 18 | 0
C=CCON/C(CCC)=C1\C(=O)CC(C)(C)CC1=NC | 4 | 10 | 5 | 0.3 | 2 | -10 | -4 | -0.6 | -6
CCC(C)COC(c1ccccc1)(c1ccccc1)C(Oc1nc(C)cc(C)n1)C(=O)O (centres undefined) | -7 | 2 | 9 | -0.2 | 14 | 5 | -11 | 0.9 | -4
C=Cn1nc(C)c2ccccc2c1=O | x | 7 | -3 | -0.5 | 0 | -1 | 22 | 1.7 | -2

Reprinted at random: four entries already listed, in no set order.
SMILES | D2 potentiator | TRHR enhancer | D1 potentiator | TRHR agonist | D1 ag | RXFP1 antag | D1 antagonist | D2 ag | D2 antag
N#CCCN1CCCN(CCC#N)CCN(CCC#N)CCCN(CCC#N)CC1 | -3 | -6 | -5 | 0.1 | 2 | -8 | -4 | 0.1 | -10
C=CCON/C(CCC)=C1\C(=O)CC(C)(C)CC1=NC | 4 | 10 | 5 | 0.3 | 2 | -10 | -4 | -0.6 | -6
O=C1CNC(=S)N1CCc1ccccc1Cl | 5 | 25 | 11 | 0.5 | 4 | -20 | 6 | 1.0 | 1
CC(C)C(=O)NNC(=O)C1CC1(c1ccccc1)c1ccccc1 (centres undefined) | 0 | 6 | 0 | -0.6 | 1 | -9 | 0 | 0.5 | -7

(further entries)
SMILES | D2 potentiator | TRHR enhancer | D1 potentiator | TRHR agonist | D1 ag | RXFP1 antag | D1 antagonist | D2 ag | D2 antag
O=S(=O)(Nc1ccccc1)c1ccc2c(c1)CCO2 | 0 | -2 | -4 | -0.1 | 3 | 5 | -23 | -0.9 | -2
CN1CCN(Cc2cc(COCc3ccccc3)c3cccnc3c2O)CC1 | 3 | 5&0 | 2&4 | 0.2&-0.8 | 3&3 | -16 | -5&2 | -0.7 | -17
O=C(NCc1cc(F)ccc1F)C1CCC(=O)N(C2CCCCCC2)C1 (centres undefined) | 7 | -4 | 3 | -0.7 | 4 | -3 | 57 | 0.6 | -2
O=C(c1ccc(Cl)c(S(=O)(=O)NCc2ccccc2)c1)N1CCN(c2ccccn2)CC1 | x | -6 | -1 | -0.3 | 3 | -6 | 7 | x | x
C/C=C/c1ccc(OCC(=O)Nc2ccncc2)c(OC)c1 | -5 | -8 | -9 | -0.3 | 10 | 4 | -24 | 0.4 | 1
CCCc1[nH]nc2c1C(c1ccc(OC(=O)N3CCOCC3)c(OC)c1)C(C#N)=C(N)O2 (centres undefined) | 1 | 4 | 2 | -1.3 | 1 | 14 | 6 | -1.5 | -14
CCOc1ccccc1-n1c(SCC(N)=O)nc2ccccc2c1=O | -3 | -4 | -6 | -0.2 | 2 | 18 | 7 | -0.8 | 4
CCN(CC)S(=O)(=O)c1ccc(NN=C2CCN(C(C)C)CC2)c([N+](=O)[O-])c1 | -1 | 0 | 0 | 0.1 | 7 | -3 | -5 | 0.1 | -3
COc1ccc(-n2cc(-c3ccccc3)c3c(N4CCOCC4)ncnc32)cc1 | 5 | -9 | -5 | -0.2 | -1 | -25 | 7 | -0.2 | -6
CN1C(=O)CSc2ccc(NC(=O)NCc3ccc(F)cc3)cc21 | x | 0 | -1 | -0.3 | 9 | 17 | -5 | x | x

An excerpt from above in order of their number in D2 antag, high to low.
SMILES	D2 potentiator	TRHR enhancer	D1 potentiator	TRHR agonist	D1 ag	RXFP1 antag	D1 antagonist	D2 antag
O=C(NCc1cc(F)ccc1F)C1CCC(=O)N(C2CCCCCC2)C1 (centres undefined)	7	-4	3	-0.7	4	-3	57	-2
CCN(CC)S(=O)(=O)c1ccc(NN=C2CCN(C(C)C)CC2)c([N+](=O)[O-])c1	-1	0	0	0.1	7	-3	-5	-3
CCC(C)COC(c1ccccc1)(c1ccccc1)C(Oc1nc(C)cc(C)n1)C(=O)O (centres undefined)	-7	2	9	-0.2	14	5	-11	-4

Other entries follow.
SMILES | D2 potentiator | TRHR enhancer | D1 potentiator | TRHR agonist | D1 ag | RXFP1 antag | D1 antagonist | D2 ag | D2 antag
Cc1cccc(N2C(=O)C3C4C=CC(C4)C3C2=O)c1 (centres undefined) | 2 | -4 | -4 | 0.0 | 2 | 2 | 7 | 0.6 | 0
CCn1c(SCC(=O)OC)nnc1-c1ccncc1 | 8 | 2 | -3 | 0.3 | 0 | 11 | 2 | -0.5 | -1
Nc1c(C(=O)N2CCCC2)sc2nc(-c3ccccc3)ccc12 | -13 | -5 | -4 | 3.4 | 12 | 45 | -10 | 1.9 | 16
Cc1ccc2cc(C#N)c(N3CCN(C)CC3)nc2c1 | -19 | -6 | -6 | -0.3 | 0 | 7 | -15 | x | x
CCS(=O)(=O)n1nc(-c2ccc(OC)cc2)nc1N | 14 | 5 | -3 | -0.4 | 0 | -3 | 30 | 0.3 | 2
N/C(Cc1ccc(Cl)cc1Cl)=N\OC(=O)c1ccccc1 | -14 | 1 | -4 | -2.0 | -1 | -39 | 0 | -0.4 | -43
COc1cc(C(=O)NCCN2CCCC2)cc(OC)c1OC | -1 | -1 | 2 | 0.5 | -1 | -10 | 0 | 0.1 | -13
CCOC(=O)C(C)Sc1nnc(NC(=O)c2cccc([N+](=O)[O-])c2C)s1 (centres undefined) | 3 | -3 | -7 | -0.3 | 2 | -16 | 5 | -0.4 | 14
COc1cccc(-c2nnc(-c3ccccc3[N+](=O)[O-])o2)c1 | -2 | -5 | 3 | -0.6 | 3 | -12 | -18 | 0.3 | -3
CCOCCCN(C(=O)Cn1nnc(-c2ccc(OC)c(OC)c2)n1)C(CC)C(=O)NC1CCCC1 (centres undefined) | 11 | 3 | -6 | 0.1 | 0 | -9 | 1 | x | x
CC1CCCCN1C(=S)NC(=O)c1ccccc1 (centres undefined) | 1 | 7 | x | -0.1 | 6 | 4 | -4 | 0.2 | 6
Nc1nnc(-c2ccc(Cl)c([N+](=O)[O-])c2)s1 | 16 | -3 | -3 | -0.3 | 2 | 1 | -13 | 1.0 | -13
COc1ccc(S(=O)(=O)NC(C)C(=O)NCc2ccncc2)cc1OC (centres undefined) | 9 | 14 | -4 | 0.8 | 1 | 15 | -11 | -0.5 | 6
COc1ccc(C)cc1N(C(=O)c1ccccc1F)c1nc2ccccc2s1 | -9 | -3 | -3 | 0.5 | 7 | -18 | -3 | 0.3 | -1
O=C(CSc1nc2ccccc2n1Cc1ccc(F)c(Cl)c1)N1CCN(c2ccc(F)cc2)CC1 | 21 | 0 | 1 | -0.3 | 0 | -3 | -11 | -0.3 | x
N#CC(C(=O)NC1CCCCC1)=C1CCCCC1 | 2 | 5 | -6 | -0.6 | 1 | 10 | -8 | x | x
CC(C)(C)NC(=O)C(c1ccco1)N(C(=O)c1ccc(CN2CCOCC2)o1)c1ccccc1 (centres undefined) | -5 | 0 | 2 | -0.4 | 1 | -3 | 0 | 0.5 | -1
CC(=O)N1CCN(S(=O)(=O)c2cccc(C(=O)NCCC3=CCCCC3)c2)CC1 | 0 | 6 | -1 | -0.2 | 5 | 7 | -5 | 0.9 | 14
Cc1nnc(NC(=O)C(C)Sc2nncn2C)s1 (centres undefined) | -4 | -3 | -9 | 0.4 | 1 | 2 | 10 | 0.1 | 11
CCCC(=O)Nc1nc2ccc(NC(=O)c3cccnc3)cc2s1 | -5 | -2 | -2 | 0.0 | 3 | -7 | 10 | 0.9 | -5
COC(=O)c1[nH]c2cc(C)ccc2c1NC(=O)CN1CCN(C(=O)c2ccco2)CC1 | x | -3 | -11 | -0.4 | 2 | -18 | 28 | x | x
Cn1c(SCC(=O)c2ccc(F)cc2)nnc1-c1cccnc1 | -6 | 0 | 3 | 0.9 | 0 | -10 | -1 | -0.5 | 11
CCOC(=O)C1(Cc2ccccc2)CCN(Cc2cccc3c2OCO3)CC1 | -22 | 0 | 2 | -0.9 | 2 | -8 | 5 | -2.0 | -16
CCN1CCN(S(=O)(=O)c2ccc(Cl)c(C(=O)Nc3ccccc3N3CCOCC3)c2)CC1 | 5 | 9 | -4 | -0.5 | 2 | -11 | -3 | -0.1 | -1
COc1cccc(C(=O)NCC2CCCN2S(=O)(=O)c2ccccc2)c1 (centres undefined) | 7 | 2 | -4 | -0.7 | 12 | 0 | 6 | -0.3 | -10
COc1cccc(-c2cc(=O)c3cc(NC(=O)c4ccc(Cl)cc4)ccc3[nH]2)c1 | 1 | -3 | -4 | 0.3 | -3 | x | 3 | -0.2 | -5
N#Cc1ccc(OCC(=O)Nc2cc(S(=O)(=O)N3CCCCC3)ccc2N2CCCCC2)cc1 | 4 | -5 | -4 | 0.0 | 0 | -7 | 6 | 1.2 | 3
COc1ccc(C2=NN(CC(=O)NCc3ccccc3Cl)C(=O)CC2)cc1 | -13 | 4 | -4 | -0.4 | -1 | -4 | -5 | -0.7 | x
O=C(COc1ccc(F)cc1)Nc1ccccc1N1CCOCC1 | -4 | 5 | -3 | 1.1 | 3 | 11 | 3 | -0.3 | -6
O=C(COC(=O)c1ncc(Cl)c(Cl)c1Cl)NC(=O)c1ccccc1 | 2 | 5 | -2 | 0.2 | 2 | -6 | 7 | 0.2 | -10
C/C(=N\NC(=O)c1cc2ccccc2cc1O)c1ccc(C)o1 | -19 | 2 | 1 | 1.4 | 4 | u | -7 | -0.5 | 2
Cc1nnc(SCC(=O)NCc2ccccc2Cl)n(N)c1=O | -4 | -2 | 9 | 0.1 | 16 | -7 | -11 | -0.4 | -8
Cn1c(COc2ccc(F)cc2)nnc1SCC(=O)NC1CC1 | -3 | 1 | -3 | 0.2 | 3 | -14 | -3 | 0.4 | 1
O=C(Nc1ccc(Sc2ccc(Br)cc2)cc1)c1ccco1 | 11 | -3 | -2 | 0.7 | 3 | -6 | 22 | 0.5 | -30
O=C1CN(C(=O)C2CCC(=O)N(CCc3ccc(Cl)cc3)C2)CCN1 (centres undefined) | -11 | 13 | -10 | 0.9 | 1 | -3 | 10 | 0.6 | -28
CCOc1ccc(Cn2nnc(C(=O)Nc3cc(OC)cc(OC)c3)c2N)cc1 | 19 | 1 | x | 0.7 | 12 | -21 | -2 | 0.2 | -7
CC(C)(C)c1ccc(C(=O)N2CCC(C(=O)NCCC3=CCCCC3)CC2)cc1 | -3 | -4 | 1 | -0.7 | 0 | 0 | 12 | 0.2 | 8
